High-throughput results deposited in PubChem by IUPUI and University of Michigan.
ST2 inh: inhibitors of human ST2 (IL1RL1) binding to IL-33; Q01638; 78,000 tested, 2.3% active; AID 1259354; inhibition, % for hits at 17 µM; AlphaLISA ST2-Fc/biotin-IL-33 interaction, 1 h; in the data active = inhibition above about 30%; inconclusive = mostly about 10% to 28%
Target sequence (Q01638 whole entry, looked up): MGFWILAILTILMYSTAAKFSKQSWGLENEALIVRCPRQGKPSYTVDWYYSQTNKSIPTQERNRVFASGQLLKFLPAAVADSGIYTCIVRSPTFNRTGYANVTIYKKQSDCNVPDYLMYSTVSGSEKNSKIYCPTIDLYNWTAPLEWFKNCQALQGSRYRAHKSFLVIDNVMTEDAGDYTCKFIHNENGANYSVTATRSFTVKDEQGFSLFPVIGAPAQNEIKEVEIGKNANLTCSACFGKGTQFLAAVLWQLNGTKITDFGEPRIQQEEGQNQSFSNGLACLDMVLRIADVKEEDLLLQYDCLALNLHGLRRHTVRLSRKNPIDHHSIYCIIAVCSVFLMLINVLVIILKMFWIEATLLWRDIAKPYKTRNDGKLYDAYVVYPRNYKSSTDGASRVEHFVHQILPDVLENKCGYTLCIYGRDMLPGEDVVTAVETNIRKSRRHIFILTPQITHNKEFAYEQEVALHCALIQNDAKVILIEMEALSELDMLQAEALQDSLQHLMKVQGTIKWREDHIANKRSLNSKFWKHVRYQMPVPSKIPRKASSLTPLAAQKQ
Numbers without * were called inactive; i = inactive; ? = inconclusive. The list is partial; the hit share may differ from the screen's.

SMILES	ST2 inh
Cc1cc(C)c(CSc2nnc(C)s2)c(C)c1	i
CCOC(=O)c1c(-c2ccccc2)oc2cc(Br)c(OC)cc12	i
Cc1cc(N2CCOCC2)nc(N2CCN(S(=O)(=O)c3ccccc3)CC2)n1	?
CCCCOc1ccc(C(=O)Nc2c3c(nn2C(C)(C)C)CSC3)cc1	i
COc1ccc(OC)c(C2CCN(Cc3nnc(-c4ccc(C)n4C)o3)C2)c1 (stereo unspecified)	?
CC1(C)CC(=O)C(C2(O)C(=O)Nc3ccccc32)CO1 (stereo unspecified)	?
c1cncc(C2Oc3ccccc3C3CC(c4cccs4)=NN32)c1 (stereo unspecified)	?
COc1ccc(-c2oc(N=CN3CCCCCC3)c(C#N)c2-c2ccc(OC)cc2)cc1	?
COc1cc(C(=O)Nc2ccc(O)c(-c3nc4cc(C)c(C)cc4o3)c2)cc(OC)c1OC	i
O=C(NCCS(=O)(=O)N1CCCC1)c1cccc2ccnn12	i
Cc1ccc(C2C3=C(CCCC3=O)Nc3nc(SCc4ccccc4)nn32)cc1 (stereo unspecified)	i
Cc1n[nH]c(C)c1S(=O)(=O)N1CCC(C(=O)NC2CCCCCC2)CC1	i
CN(C(=O)Cc1ccccc1)c1ccccc1	36%*
CC1=CC[C@@H]2CN(C(=O)Cc3ccc(S(C)(=O)=O)cc3)C[C@@H]2C1	?
COc1ccc(C2(C(=O)N3CCC4(CN(C)C(=O)O4)C3)CCCC2)cc1 (stereo unspecified)	i
COc1ccc(-c2ncncc2C(C)C)c(C)c1	i
CC(C)N1CN=C2SC(CO)(CO)C(=O)N2C1	i
O=C(C1CCC(CNS(=O)(=O)c2cccc3nsnc23)CC1)N1CCCCC1 (stereo unspecified)	i
Oc1oc(-c2ccc(Cl)cc2)nc1C=Nc1ccccc1I	?
Cn1c(-c2ccccc2)nc2cnccc21	i
CCN(CC)C(=O)c1cc(-c2ccc(Br)cc2)on1	i
CN1CCN(CC(=O)N2c3ccccc3Sc3ccc(Cl)cc32)CC1	i
COc1cc(NC(=O)c2ccc(Cl)cc2[N+](=O)[O-])c(OC)cc1Cl	i
Cn1c(=O)c2c(nc(Cl)n2CC(=O)NC(C)(C)C)n(C)c1=O	i
O=C1NN(c2cccc(Br)c2)C(=O)/C1=C\c1ccccc1	i

Next records follow:
SMILES	ST2 inh
Cc1cnc(SCCc2ccncc2)nc1C	i
Cc1ccc(C)c(CN2C(=O)CSc3ccc(C(=O)NC4CC4)cc32)c1	i
CC(C(=O)NC1CCCC1)N(c1ccccc1)S(C)(=O)=O (stereo unspecified)	i
O=C1CC2(CCN(CCc3ccccc3)CC2)CN1	?
CC(C)COc1ccc(-c2nc3s/c(=C\c4ccco4)c(=O)n3n2)cc1	i
Fc1cccc2sc(Nc3nc(-c4ccccn4)cs3)nc12	i
O=C(Nc1cccc(S(=O)(=O)c2cccc(NC(=O)c3ccco3)c2)c1)c1ccco1	i
Cn1cc(CN(C(=O)C2CCCN(Cc3ccco3)C2)C2CC2)cn1 (stereo unspecified)	?
C[C@@]1(O)CCN(C(=O)CCCN2CCOCC2)C[C@@H]1Cc1ccccc1	?
Cc1cc(CO)c(O)c(CCc2ccccc2)n1	i
C=C(C)c1cccc(C(C)(C)NC(=O)N2CCN(c3ccccn3)CC2)c1	?
Cn1c(CCc2ccccc2NC(=O)C2CCCN(S(=O)(=O)N3CCCC3)C2)nc2ccccc21 (stereo unspecified)	?
CC(=O)NC1=NN(C(C)=O)C(C)(CS(=O)(=O)c2ccc(Cl)cc2)S1 (stereo unspecified)	i
O[C@@H]1CN(Cc2cccn2-c2ccccn2)CC[C@H]1c1ccc2c(c1)OCO2	i
Cc1nc2nc(SCC(=O)NC3CCCC3)nn2c(C)c1Cc1ccccc1Cl	?
C=CCNC(=O)c1ccc(OC)cc1OC	i
CN(Cc1ccc2c(c1)OCO2)C(=O)c1cccc(C#CC(C)(C)O)c1	i
O=C(c1noc2c1CCCC2)N1CCN(c2ccc(F)cc2)CC1	?
O=c1oc2ccc(Cl)cc2n1CNc1ccccc1F	i
Cc1nc(C(C)N(C)C(=O)Nc2ccc3c(c2)OCO3)c(C)s1 (stereo unspecified)	i
COc1cccc(O)c1CN1CCN(C2CCCCC2)C(=O)C1	i
COc1cc(OC)c(C(C)=O)c(OC)c1	i
CC(C)C[C@H](CO)NC(=O)C[C@@H]1c2nc(NC(=O)CC(C)(C)C)sc2C[C@@H]2[C@](C)(CO)[C@H](O)CC[C@]21C	?
CC1(C)CCC2=C(O1)c1ccccc1C(=O)C2=O	i
O=C1c2ccccc2C(=O)C1(Nc1cccc([N+](=O)[O-])c1)c1ccccc1	?

Next section
SMILES	ST2 inh
Cn1ncc(C2CC(=O)Nc3cc(O)ccc32)c1C1CC1 (stereo unspecified)	i
O=C(CSc1nc2c(c(=O)n1-c1ccc(F)cc1)SCC2)NCc1ccc(F)cc1	i
COc1cc(-c2n[nH]c(Cc3ccccc3)n2)nc(OC)n1	?
C=C(C)COc1ccc(C(=O)NC(CC)c2cnn(C)c2)cc1 (stereo unspecified)	i
Cc1c(C(=O)NC(C)C)sc2nc(-c3ccccc3)cn12	i
COc1ccc(CC(=O)Nc2ccc([C@@H](O)[C@H]3COCC(=O)N3C)cc2)cc1	i
CN(C)c1ccc(C2SCCN2C(=O)c2cc3cc(Br)ccc3oc2=O)cc1 (stereo unspecified)	?
Cc1ccc(-n2c(-c3ccc(Cl)cc3)cn3c4c(=O)n(C)c(=O)n(C)c4nc23)cc1	i
CC1=C(C(=O)Nc2ccccc2)C(c2cccc([N+](=O)[O-])c2)n2nnnc2N1 (stereo unspecified)	?
O=C1CC(Cc2ccc(Cl)cc2)C(=O)N1c1cccc(Cl)c1 (stereo unspecified)	i
COc1ccc2[nH]c3c(c2c1)CN(CC1(O)CCCN(CC2CCC2)C1=O)CC3 (stereo unspecified)	i
O=C1NCC2(CCCN(C(=O)COCc3nc4ccc(F)cc4[nH]3)C2)O1 (stereo unspecified)	?
CC(C)Cc1nc(CN(C)C2CCC3(CCNCC3)CC2)no1	?
Cc1ccc(N2C(=O)CC(N3CCN(c4ccc(F)cc4)CC3)C2=O)c(C)c1 (stereo unspecified)	?
COc1ccc(CNC(=O)CC[C@]23CC[C@](C)(O)C[C@H]2C(C)(C)C[C@@H]3NC(=O)c2cccc(F)c2)cc1	?
COc1cc2c(=O)n(Cc3ccc(C(=O)NC(C)C)cc3)c(=O)n(CC(N)=O)c2cc1OC	i
Cc1cccc(CSC2=NCCN2C(=O)Cc2ccc(F)cc2)c1	i
Cc1ccc(NC(=O)Cn2c(-c3ccc4c(c3)OCO4)cn(-c3ccccc3)c2=O)cc1C	?
CC1=NN(c2ccccc2)C(=O)/C1=C\c1ccc(N2CCOCC2)cc1	40%*
Cc1cccn2cc(C(=O)N3CCCC4(CN(C)C(=O)O4)C3)nc12 (stereo unspecified)	?
COc1ccc(N2CC(NC(=O)C(=O)c3c(C)[nH]c4ccccc34)CC2=O)cc1 (stereo unspecified)	?
O=c1cc(-c2cc(Br)cc3c2OCOC3)oc2ccc(Cl)cc12	i
COc1ccc(C(C)C)cc1CN1CC[C@H](CO)[C@H](O)C1	i
Cc1cc(Oc2ncnc(N)c2[N+](=O)[O-])cc(C(C)C)c1	i
Nc1c(C(=O)Nc2ccccc2)sc2nc3c(cc12)CCCCC3	i

Among those listed so far, these contain a Cl atom:
SMILES	ST2 inh
Oc1oc(-c2ccc(Cl)cc2)nc1C=Nc1ccccc1I	?
CN1CCN(CC(=O)N2c3ccccc3Sc3ccc(Cl)cc32)CC1	i
COc1cc(NC(=O)c2ccc(Cl)cc2[N+](=O)[O-])c(OC)cc1Cl	i
Cn1c(=O)c2c(nc(Cl)n2CC(=O)NC(C)(C)C)n(C)c1=O	i
CC(=O)NC1=NN(C(C)=O)C(C)(CS(=O)(=O)c2ccc(Cl)cc2)S1 (stereo unspecified)	i
Cc1nc2nc(SCC(=O)NC3CCCC3)nn2c(C)c1Cc1ccccc1Cl	?
O=c1oc2ccc(Cl)cc2n1CNc1ccccc1F	i
Cc1ccc(-n2c(-c3ccc(Cl)cc3)cn3c4c(=O)n(C)c(=O)n(C)c4nc23)cc1	i
O=C1CC(Cc2ccc(Cl)cc2)C(=O)N1c1cccc(Cl)c1 (stereo unspecified)	i
O=c1cc(-c2cc(Br)cc3c2OCOC3)oc2ccc(Cl)cc12	i

Continuation.
SMILES	ST2 inh
COc1cccc(CCC(=O)N2CCCN(C)C3(CCN(C)CC3)C2)c1	?
CC(C)(C)c1ccc(C(=O)N(c2ccc(F)cc2)C2C=CS(=O)(=O)C2)cc1 (stereo unspecified)	i
O=C(Nc1cccc(C(F)(F)F)c1)N[C@H]1[C@H](O)[C@@H](Sc2ccccc2)[C@@H]2OC[C@H]1O2	i
COc1ccc(CN2CCCN(CC(=O)Nc3cc(C)ccc3C)S2(=O)=O)cc1	i
COc1ccc(C(=O)N2C[C@@H]3C[C@H](C2)c2c(-c4ccc(NC(C)=O)cc4)ccc(=O)n2C3)cc1	?
O=C1C=CC(=O)C(C2=C3C(=O)N(CCc4ccccc4)CC(=O)N3CCC2)=C1	38%*
N#CC1=C(N)Oc2[nH]c(=O)[nH]c(=O)c2C1c1cccc(F)c1 (stereo unspecified)	i
O=C(NCc1ccc(F)cc1)C1C2C=CC3(CN(Cc4ccccc4Cl)C(=O)C13)O2 (stereo unspecified)	i
CCN(C(=O)c1cc2cc3ccc(OC)cc3nc2o1)c1ccc(F)cc1	i
Cc1cc(N2CCCCC2)nc(N2CCN(S(=O)(=O)c3ccc(Cl)cc3)CC2)n1	i
O=C(C1CC1)N1CCc2c(ncnc2NCC23CCCN2CCC3)C1	i
CCC(C)NC(=O)C1(C)CCC(=O)N1Cc1ccc(OC)cc1OC (stereo unspecified)	i
Cc1cc(Oc2ccccc2)nc(-c2ccccc2)n1	i
Cc1cccc(N2C(=O)CC(N3CCN(Cc4ccccc4)CC3)C2=O)c1 (stereo unspecified)	i
CCOc1c(CNC2CSCCSC2)cccc1OC	?
O=C(NCCc1c[nH]c2ccccc12)c1cc2ccccn2n1	i
COc1ccc(C(=O)N(C(C)C)C(C)C)c(OC)c1	i
CC(=O)N1N=C(C2=C(c3ccccc3)C3C=C(Br)C=CC3NC2=O)CC1c1ccco1 (stereo unspecified)	i
Cc1cc(Br)ccc1OCC(=O)Nc1ccc(F)cc1	i
CC(=O)Nc1ccc(S(=O)(=O)Nc2ccc3c(c2)OC2(CCCCC2)O3)cc1	?
NC(=O)c1cnc2n1CCN(C(=O)c1ccc3ncsc3c1)C2	i
O=C(c1ccc2snnc2c1)N1CCCCCC1	i
CC(C)(C)C1CCc2c(sc3c2C(=O)NC(c2cccs2)N3)C1 (stereo unspecified)	i
CCOc1c(O)ccc(/C=C2\C(=O)Nc3ccc(Br)cc32)c1[N+](=O)[O-]	i
CC1CCc2c(sc3ncn(-n4cccc4)c(=O)c23)C1 (stereo unspecified)	?

More results
SMILES	ST2 inh
N#C/C(=C\c1ccc(-c2cccc([N+](=O)[O-])c2)o1)C(=O)Nc1cccc(C(F)(F)F)c1	30%*
CN1C[C@H](NS(=O)(=O)c2ccc(-c3cnco3)s2)C[C@H]1CO	?
Cn1cc(C(=O)N2CCN(Cc3ccccc3)CC2)c2c3ccccc3n(C)c2c1=O	i
CN(C)CCNC(=O)C1CC(=O)N(C2CCCCCC2)C1 (stereo unspecified)	i
Cn1c2ccccc2c2nnc(SCC(=O)NCc3ccco3)nc21	i
CC1=C(C(=O)Nc2ccc(F)cc2F)C(c2cccnc2)C2=C(CC(C)(C)CC2=O)N1 (stereo unspecified)	?
O=C(Nc1ccccc1[N+](=O)[O-])C(c1ccccc1)c1ccccc1	?
CCN(CC)c1nc2c(c(=O)n(C)c(=O)n2C)n1CC	i
CC1(C)CC(=O)C2=C(C1)OC(N)=C(C#N)C2c1cccc(OC(=O)c2ccco2)c1 (stereo unspecified)	i
Cc1cnc(C(=O)N2CCn3nc(C(=O)NC4CC4)cc3C2)[nH]1	i
O=C(Cn1c(=O)sc2ccccc21)NCc1cccnc1	i
O=C(O)CC(Cc1ccc(Cl)cc1)C(=O)Nc1ccccc1I (stereo unspecified)	i
Nc1ccc(CCNc2ncnc3c2ncn3[C@@H]2O[C@H](CO)[C@@H](O)[C@H]2O)cc1	i
COCCC(=O)N1CCC2(CC1)CN(Cc1ccc(Cl)cc1)CCN2C	i
CSc1ccc(NC(=O)N(C)C(C)c2nc(C)sc2C)cc1 (stereo unspecified)	i
Cn1nnnc1SCCNC(=O)c1ccccc1N1CCOCC1	i
Cc1nn(CCC#N)c(C)c1[C@@H]1C=C[C@@H](NC(=O)c2cccs2)C1	?
COc1cccc(C2C(C(=O)Nc3cccnc3)=C(C)Nc3ncnn32)c1OC (stereo unspecified)	i
O=C(Nc1c(F)c(F)c(F)c(F)c1F)c1cccs1	?
Cc1cccc(CC(=O)N2CCC(O)(C3CCN4Cc5ccccc5N=C34)CC2)c1 (stereo unspecified)	i
CN(C)Cc1c(N)cccc1O	i
CCOC(=O)Cn1c(=O)n(-c2ccc(F)cc2)c2nc(-c3cc(F)ccc3F)nc(C(N)=O)c21	i
CC(=O)Nc1cccc(NC(=O)c2ccc(Cl)cc2)c1	i
CC(C)C(NC(=O)c1ccccc1)C(C)C	i
CCCCN(Cc1ccccc1)C(=O)c1cc2c(=O)n3cccc(C)c3nc2n1C	?
CCN(CC)C(=O)Cn1cnc2sc(C(=O)Nc3ccc(OC)c(OC)c3)c(C)c2c1=O	i
CCC1=NC(c2cc(Br)ccc2O)N(O)C1(C)C (stereo unspecified)	?
NC(=O)c1nn2c(c1Br)NC(c1ccc(Br)o1)CC2C(F)(F)F (stereo unspecified)	i

Compounds listed so far that have a cyano group (five):
SMILES	ST2 inh
COc1ccc(-c2oc(N=CN3CCCCCC3)c(C#N)c2-c2ccc(OC)cc2)cc1	?
N#CC1=C(N)Oc2[nH]c(=O)[nH]c(=O)c2C1c1cccc(F)c1 (stereo unspecified)	i
N#C/C(=C\c1ccc(-c2cccc([N+](=O)[O-])c2)o1)C(=O)Nc1cccc(C(F)(F)F)c1	30%*
CC1(C)CC(=O)C2=C(C1)OC(N)=C(C#N)C2c1cccc(OC(=O)c2ccco2)c1 (stereo unspecified)	i
Cc1nn(CCC#N)c(C)c1[C@@H]1C=C[C@@H](NC(=O)c2cccs2)C1	?
